High-throughput results as filed in PubChem BioAssay.
EBNA-1 inh: blocks EBNA-1 binding to DNA | EBNA-1 DNA binding, fluorescence polarization | AID 1950 | inhibition, % at 14.8 µM | hit rate 0.34% among 300,000; in the data active = inhibition above about 28%
LYPLA1 counter: LYPLA1 (human) inhibition in PME1 counter-screen; hit rate 0.16% among 320,000; inhibition, % at 5.9 µM; O75608; recombinant LYPLA1, FP-Rh probe fluorescence polarization;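 active = inhibition above the mean of all tested compounds plus 3 SD, set per campaign, cut at about 14% in these data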;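 also: inhibitors block serine hydrolase probe labeling of LYPLA1 so polarization falls; 0% = enzyme with DMSO and 100% = wells lacking LYPLA1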
Target sequence (O75608 whole entry, looked up): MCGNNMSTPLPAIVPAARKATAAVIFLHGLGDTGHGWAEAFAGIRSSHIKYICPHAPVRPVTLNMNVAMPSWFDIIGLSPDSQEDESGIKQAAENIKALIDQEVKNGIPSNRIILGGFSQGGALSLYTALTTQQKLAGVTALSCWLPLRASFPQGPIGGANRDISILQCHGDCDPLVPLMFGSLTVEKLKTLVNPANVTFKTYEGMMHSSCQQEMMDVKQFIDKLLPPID
ZTA DNA inh: blocks Epstein-Barr virus ZTA, an EBNA-1 counter-screen; inhibition, % at 11 µM; ZTA-DNA binding, fluorescence polarization; hit rate 0.15% among 320,000; P03206; AID 2234; in the data active = inhibition above about 33%
GSTO1 inh: counter-screen for RBBP9 inhibitors: inhibitors of human GSTO1 | hit rate 1.1% among 300,000 | P78417 | inhibition, % at 5.96 µM | recombinant GSTO1, activity-based probe fluorescence polarization;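 active = inhibition above the campaign mean inhibition plus 3 SD, cut at about 35% in these data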;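 also: 0% = GSTO1-1 with DMSO and 100% = wells lacking GSTO1-1 enzyme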
PAFAH1B3 inh: inhibitors of human PAFAH1B3. recombinant PAFAH1B3, FP-rhodamine probe, fluorescence polarization. inhibition, % at 3.39 µM. hit rate 0.28% among 340,000. AID 492972;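 active = inhibition above the screen-wide average of all tested compounds plus 3 SD, cut at about 25% in these data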;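 also: 0% = enzyme with DMSO only and 100% = wells lacking PAFAH1B3 protein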
LYPLA2 inh: counter-screen for PME1 inhibitors: inhibitors of human LYPLA2; recombinant LYPLA2, FP-Rh probe fluorescence polarization; inhibition, % at 5.9 µM; hit rate 0.38% among 320,000;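 active = inhibition above the screen-wide mean plus 3 SD, limit set per campaign, cut at about 26% in these data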;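 also: 0% = LYPLA2 with DMSO and 100% = wells lacking LYPLA2 enzyme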
PAD4 inh: PAD4 (human) enzyme inhibition. AID 485272. hit rate 0.41% among 330,000. inhibition, % at 6.36 µM. Q9UM07. recombinant PAD4, RCA probe fluorescence polarization;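 active = percent inhibition above a cutoff equal to the mean of all tested compounds plus 3 SD, cut at about 15% in these data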;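 also: 0% = PAD4 with RCA probe and DMSO and 100% = probe without PAD4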
Target sequence (Q9UM07 whole entry, looked up): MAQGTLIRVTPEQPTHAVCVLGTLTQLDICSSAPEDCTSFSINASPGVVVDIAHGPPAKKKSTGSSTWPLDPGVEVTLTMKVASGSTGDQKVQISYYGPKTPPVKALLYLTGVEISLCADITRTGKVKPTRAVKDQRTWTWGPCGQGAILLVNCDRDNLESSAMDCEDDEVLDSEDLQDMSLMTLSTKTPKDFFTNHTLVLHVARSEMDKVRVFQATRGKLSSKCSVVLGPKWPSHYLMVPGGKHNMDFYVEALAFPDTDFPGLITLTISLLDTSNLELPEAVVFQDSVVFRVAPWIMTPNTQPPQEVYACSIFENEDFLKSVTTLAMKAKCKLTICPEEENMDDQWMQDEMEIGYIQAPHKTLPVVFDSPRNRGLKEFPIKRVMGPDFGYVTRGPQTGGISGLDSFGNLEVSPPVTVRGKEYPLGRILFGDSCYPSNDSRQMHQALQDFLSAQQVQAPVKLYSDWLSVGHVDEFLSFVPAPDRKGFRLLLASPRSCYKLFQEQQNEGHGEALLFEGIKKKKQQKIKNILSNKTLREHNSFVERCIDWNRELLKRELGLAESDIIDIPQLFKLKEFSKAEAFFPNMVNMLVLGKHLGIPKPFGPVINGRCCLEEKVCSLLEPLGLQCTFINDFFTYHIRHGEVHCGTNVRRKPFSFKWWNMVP
PAFAH2 FP inh: inhibitors of human PAFAH2; inhibition, % at 3.39 µM; recombinant PAFAH2, FP-rhodamine activity probe, fluorescence polarization; hit rate 0.99% among 340,000; Q99487;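 active = inhibition above the mean over all tested compounds plus 3 SD, cut at about 30% in these data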;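 also: inhibitors block probe labeling of enzyme so polarization drops; 0% = enzyme with DMSO and 100% = wells lacking PAFAH2 protein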
PREPL inhibitor: inhibitors of human prolyl oligopeptidase-like enzyme PREPL | Q4J6C6 | recombinant PREPL, fluorescence polarization activity-based probe | inhibition, % at 5.96 µM | hit rate 0.68% among 320,000; in the data active = inhibition above about 43%;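 also: 0% = enzyme with DMSO and 100% = wells lacking enzyme; many of its hits are not listed in these tables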
An asterisk follows results filed as active; · = not tested or not shown.

cpd	canonical_smiles	LYPLA1 counter	ZTA DNA inh	EBNA-1 inh	PAD4 inh	PAFAH2 FP inh	LYPLA2 inh	PREPL inhibitor	PAFAH1B3 inh	GSTO1 inh
1	C=CCc1cccc(OC)c1OCCOCCn1ccnc1	1	-7	-3	2	5	4	5	-4	3
2	COc1ccc(/C=N/NC(=O)C2COc3ccccc3O2)cc1OC (configuration not stated)	0	12	4	2	-2	19	10	13	-5
3	Cc1ccc(-c2nn3c(C)nnc3s2)cc1NC(=O)c1cccnc1	0	11	1	2	-3	2	24	-2	-1
4	COc1ccc(-c2noc(N3CCC(C(=O)NCCCN4CCCC(C)C4)CC3)n2)cc1 (configuration not stated)	3	21	6	0	-6	2	6	-5	10
5	CCCN[C@@H]1C(=O)N2C(C(=O)OCCC)=C(C)CS[C@H]12	1	-6	9	-2	-1	0	16	2	8
6	N/C(=N\OC(=O)/C=C/c1ccccc1Cl)c1ccncc1	-2	-17	6	-2	4	7	15	3	-2
7	COc1cccc(Sc2ccccc2/C=N/NC(N)=O)c1	1	-7	-3	5	0	-4	4	-2	-8
8	CC(=O)c1c(O)cc(O)c(C(C)=O)c1O	-4	-5	-12	-2	-3	-3	11	8	33
9	CCN(CC)S(=O)(=O)c1ccc(C(=O)NCc2ccc3c(c2)cc(C)n3C)cc1	-5	2	-3	0	3	1	10	10	0
10	Cc1cc(C)n(-c2nc3ccccc3c(=O)n2OCC(=O)N(C)C)n1	-1	-26	-4	1	-8	-2	19	2	11
11	CCn1c(CNC(=O)c2ccc(OC)c(OC)c2)nnc1SCC(=O)Nc1ccccc1	-1	0	1	-2	-2	-4	2	-2	8
12	COc1cccc(-c2nnc(-c3ccccc3[N+](=O)[O-])o2)c1	-2	6	3	-1	·	6	10	·	10
13	COc1ccc(CCNC(=O)c2ccc(Cl)cc2)cc1OC	2	-3	8	-1	-4	2	-2	6	-6
14	CCCc1cc(C(=O)N2CCCC(Cc3ccccc3C)(C(=O)OCC)C2)no1 (configuration not stated)	0	0	-5	-5	4	3	-1	3	4
15	CC(=O)N1CCOc2ccc(S(=O)(=O)N3CCC(C)CC3)cc21	3	16	-4	2	-1	-1	15	-1	-4
16	Cc1ccc(/C(O)=C2/C(=O)C(=O)N(CCN3CCOCC3)C2c2cccnc2)cc1 (configuration not stated)	-2	12	5	0	4	-1	-10	-2	0
17	CCOC(=O)c1c(C)[n+](-c2ccc(C)cc2)c(CC)c2cc(OC)c(OC)cc12	-1	-4	4	2	-4	-2	21	2	6
18	CC1=CC(C)C2(COC(=O)Nc3ccccc3)COC(C)C1C2C (configuration not stated)	2	19	-10	-5	-5	-3	3	-2	-5
19	COc1cc(NC(=O)CCN2CCN(Cc3ccccc3)CC2)cc(OC)c1	1	4	12	0	3	5	18	10	-8
20	COc1ccc(S(=O)(=O)N(C)CC(=O)N2CCOCC2)cc1	-1	-7	-9	-6	-8	-4	-8	14	-4
21	Cc1ccccc1-n1nc(C)c2cc(C(=O)NCc3cccnc3)sc21	4	5	-3	2	1	11	1	1	2
22	Cc1noc(NS(=O)(=O)c2ccc(N/C=C/C(=O)c3ccc4c(c3)OCO4)cc2)c1C	3	-10	10	4	18	5	17	4	6
23	Cc1ccccc1C(=O)NC(NCC1CCCO1)C(Cl)(Cl)Cl (configuration not stated)	0	1	-3	-4	2	1	9	3	3
24	c1ccc(COc2ccccc2CNCc2cccnc2)cc1	2	-14	9	0	-4	10	-64	-1	3
25	COc1ccc2cc(C(c3nnnn3CCc3ccccc3)N3CCCC(C)C3)c(=O)[nH]c2c1 (configuration not stated)	1	-14	-7	-3	13	1	-9	0	2
26	CSc1ccc(S(=O)(=O)Nc2cccc(F)c2)cc1	1	-25	-3	1	·	9	3	·	1
27	C[C@H](CO)N1C[C@H](C)[C@@H](CN(C)S(C)(=O)=O)Oc2ccc(NC(=O)CCC(F)(F)F)cc2C1=O	·	·	·	-3	1	·	-2	1	·
28	C=CC[N+](C)(C)c1ccc(CCC(=O)CCc2ccc([N+](C)(C)CC=C)cc2)cc1	3	4	9	-2	2	-2	0	5	8
29	Nc1ncccc1OCc1ccc(Br)cc1	1	-3	7	2	3	10	7	0	2
30	O=C(CN1CCCCCC1)Nc1ccccc1[N+](=O)[O-]	-3	9	3	-1	12	6	-7	4	6
31	O=C1C2C3C=CC(C4CC34)C2C(=O)N1Cc1ccco1 (configuration not stated)	0	-16	6	-2	6	4	3	5	-1
32	CN1C[C@@H]2C(c3ccc(C(F)(F)F)cc3)C3(c4cccnc4)CC2(C3)[C@H]1c1ccccc1 (some centres not stated)	3	-27	-9	-5	0	1	2	5	0
33	CCNc1nc(NC(C)(C)C)nc(N2CCCCC2)n1	-2	-4	4	-6	7	-1	1	9	3
34	CCCOc1ccc(C(=O)CCC(=O)Nc2ccc(N3CCN(C)CC3)cc2)cc1	-2	1	·	0	-65	0	15	-1	·
35	Cc1ccc(C(=O)O/N=C(\N)c2nonc2N)cc1	-3	9	6	-2	7	-1	-2	9	-2
36	O=C(c1ccco1)N(Cc1cccc(Cl)c1)C1CCS(=O)(=O)C1 (configuration not stated)	0	2	0	2	2	-1	7	25	2
37	Cc1ccc2c(c1)N(CCC(=O)NCC1COc3ccccc3O1)C(=O)CO2 (configuration not stated)	0	4	-4	4	2	16	6	3	0
38	CCn1c(O)c(N=NC(=O)CNC(=O)Cc2ccccc2)c2ccccc21	1	-10	-6	-23	0	8	10	9	0
39	COc1ccc2nc(NC(=O)c3ccc(NS(=O)(=O)c4cccs4)cc3)sc2c1	-3	-7	10	-2	7	2	21	5	-15
40	COc1ccc(C2c3c(-c4ccccc4O)n[nH]c3C(=O)N2Cc2ccco2)cc1OC (configuration not stated)	-8	6	1	-2	0	-9	2	12	-10
41	COc1ccc2[nH]c3c(=O)n(CCN4CCOCC4)cnc3c2c1	-1	-4	-9	-1	-5	0	-2	2	-3
42	CCN1CCN(C(=O)/C=C/c2ccc([N+](=O)[O-])cc2)CC1	4	7	1	9	-5	10	4	5	1
43	c1cncc(-c2nn3c(Cn4nnc5ccccc54)nnc3s2)c1	0	21	11	2	-10	0	-2	6	-10
44	O=C(O)c1ccc(NCc2nc3ccccc3n2Cc2ccccc2F)cc1	0	0	1	-2	-5	0	11	-1	16
45	COCCNC(=O)COc1ccccc1C	-2	-12	-3	-4	-6	-1	9	0	1
46	O=C(Cc1cccc(F)c1F)NC1CCCN(Cc2ccc(Cl)cc2)C1 (configuration not stated)	3	13	3	-1	-2	13	0	9	9
47	Cc1cccc(/C(N)=N/OC(=O)c2ccco2)c1	4	-12	-1	0	17	10	-4	0	7
48	CCOCCCNS(=O)(=O)c1cc(Br)cc2c1N(C(=O)C1CC1)CC2	-1	6	18	0	-5	0	1	4	1
49	CCn1cc(C(=O)NCCO)c(=O)c2cc(F)c(N3CCN(C)CC3)cc21	2	-1	2	1	3	-1	-4	2	-1
50	CSc1cccc(NC(=O)C2CC(=O)N(Cc3ccccc3)C2)c1 (configuration not stated)	0	-1	8	-1	-1	4	3	4	0
51	CN1C(=O)C2(C(C#N)=C(N)N(c3ccc(Cl)cc3)C3=C2C(=O)CC(C)(C)C3)c2ccccc21 (configuration not stated)	-7	-11	-17	-3	2	-4	21	3	-5
52	COc1cc(COC(=O)Oc2ccc(CNC(C)=O)cc2OC)c([N+](=O)[O-])cc1OC	-2	9	5	0	5	2	41	3	6
53	CCc1nnc(NC(=O)[C@@H](NC(=O)c2ccc(OC)cc2)C(C)C)s1	-1	2	-1	2	1	8	9	-2	0
54	C=CC[C@@H](CC(=O)N[C@H](CO)Cc1ccccc1)C(=O)N[C@H](COC(=O)[C@@H](CC=C)CC(=O)OC(C)(C)C)Cc1c[nH]c2ccccc12	·	·	·	-3	-6	·	24	4	·
55	CCOc1ccccc1N(C)C(=O)Cn1ncc2c([nH]c3ccc(C)cc32)c1=O	-5	-3	1	2	1	4	-1	4	6
56	Cc1ccc(OCC(=O)Nc2ccc(S(=O)(=O)N3CCOCC3)cc2)c(Br)c1	0	0	-9	-5	-3	-5	0	6	-5

10 neighbouring entries from above, quoted:
cpd	canonical_smiles	LYPLA1 counter	ZTA DNA inh	EBNA-1 inh	PAD4 inh	PAFAH2 FP inh	LYPLA2 inh	PREPL inhibitor	PAFAH1B3 inh	GSTO1 inh
11	CCn1c(CNC(=O)c2ccc(OC)c(OC)c2)nnc1SCC(=O)Nc1ccccc1	-1	0	1	-2	-2	-4	2	-2	8
12	COc1cccc(-c2nnc(-c3ccccc3[N+](=O)[O-])o2)c1	-2	6	3	-1	·	6	10	·	10
13	COc1ccc(CCNC(=O)c2ccc(Cl)cc2)cc1OC	2	-3	8	-1	-4	2	-2	6	-6
14	CCCc1cc(C(=O)N2CCCC(Cc3ccccc3C)(C(=O)OCC)C2)no1 (configuration not stated)	0	0	-5	-5	4	3	-1	3	4
15	CC(=O)N1CCOc2ccc(S(=O)(=O)N3CCC(C)CC3)cc21	3	16	-4	2	-1	-1	15	-1	-4
16	Cc1ccc(/C(O)=C2/C(=O)C(=O)N(CCN3CCOCC3)C2c2cccnc2)cc1 (configuration not stated)	-2	12	5	0	4	-1	-10	-2	0
17	CCOC(=O)c1c(C)[n+](-c2ccc(C)cc2)c(CC)c2cc(OC)c(OC)cc12	-1	-4	4	2	-4	-2	21	2	6
18	CC1=CC(C)C2(COC(=O)Nc3ccccc3)COC(C)C1C2C (configuration not stated)	2	19	-10	-5	-5	-3	3	-2	-5
19	COc1cc(NC(=O)CCN2CCN(Cc3ccccc3)CC2)cc(OC)c1	1	4	12	0	3	5	18	10	-8
20	COc1ccc(S(=O)(=O)N(C)CC(=O)N2CCOCC2)cc1	-1	-7	-9	-6	-8	-4	-8	14	-4

The list continues.
cpd	canonical_smiles	LYPLA1 counter	ZTA DNA inh	EBNA-1 inh	PAD4 inh	PAFAH2 FP inh	LYPLA2 inh	PREPL inhibitor	PAFAH1B3 inh	GSTO1 inh
57	NS(=O)(=O)c1cc(C(=O)NNC(=O)c2ccc3c(c2)OCO3)ccc1Cl	·	·	·	8	-1	·	11	7	·
58	CCCc1cc(=O)n2[nH]c(NCc3ccc(OC)c(OC)c3)nc2n1	0	-24	-3	-2	0	4	-5	4	-19
59	CN1CCN(S(=O)(=O)c2cccc(C(=O)Nc3nc(-c4ccccc4)cs3)c2)CC1	-8	-1	1	2	4	-12	-9	3	2
60	O=C(O)C1[C@H]2C(=O)N(C3CCCC3)C[C@]23C=C[C@H]1O3 (some centres not stated)	-3	1	12	-6	0	0	20	0	7
61	N=c1c(C(=O)NCc2ccccc2)cc2c(=O)n3ccccc3nc2n1Cc1ccco1	-1	8	11	2	17	-16	24	2	5
62	CCN1CCc2c(OCC(=O)Nc3ccc(C)cc3)cccc2C1=O	2	-9	2	4	-3	2	5	-1	3
63	COc1ccc(C(=O)COC(=O)c2ccc(N(C)C)cc2)cc1	1	5	3	1	5	5	19	-1	7
64	C/C(=C\c1ccccc1)CN1CCC(C(=O)N2CCCC(C)C2)CC1 (configuration not stated)	-1	15	8	-7	4	2	37	-5	4
65	CC1CCN(CCCn2c(SCC(=O)NC3CCCC3)nc3ccccc3c2=O)CC1	1	14	2	-4	-1	3	5	6	-5

The list is partial; the hit share may differ from the screen's.
